Bioassay records: PubChem BioAssay, Southern Research Specialized Biocontainment Screening Center
H1N1 NS1A inhibition – H1N1 influenza NS1A inhibitors, functional cell based assay (AID 504329); 0.3% of 340,000 active; one-dose inhibition, % at 12.5 µM; IC50 in µM for titrated hits; NS1A functional cell-based assay, percent inhibition; higher % means a stronger effect; in the data active = a potency from the dose series; inconclusive = inhibition above about 27% without an active follow-up result; note: strong numbers were not always called active
Salmonella PhoP GFP – PhoP regulon inhibitors, Salmonella typhi PhoP promoter GFP reporter, confirmatory (AID 1850) | Salmonella Typhi PhoP-promoter GFP reporter, fluorescence, 4 h; higher % means a stronger effect | inhibition, % at 50 µM; hits with a dose series show IC50 in µM | 0.33% of 310,000 active; in the data active = a potency from the dose series; inconclusive = inhibition mostly from about 25% at the one dose, without a potency; inactive = the rest, 99 in 100 with inhibition below about 19%;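 note: 0% = induced wells with vehicle and 100% = uninduced wells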
M. tuberculosis – growth inhibition of non-replicating M. tuberculosis (AID 488890). Mycobacterium tuberculosis non-replicating, growth inhibition; higher % means a stronger effect. inhibition, % at 25 µM; hits with a dose series show IC50 in µM. 0.39% of 320,000 active; in the data active = a potency from the dose series; inconclusive = inhibition mostly from about 82% at the one dose, without a potency; inactive = the rest, 99 in 100 with inhibition below about 76%;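 note: plate controls were DMSO cells for no effect and high antibiotic wells for full effect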
VEEV TC-83 Vero – inhibitors of VEEV TC-83 cytopathic effect, confirmation, Vero cells (AID 588727) | Vero cells, VEEV TC-83 cytopathic effect inhibition; higher % means a stronger effect | inhibition, % at 20 µM, or IC50 in µM where a hit was titrated | 0.13% of 350,000 active; in the data active = a potency from the dose series; inconclusive = inhibition mostly from about 14% at the one dose, without a potency; inactive = the rest, 99 in 100 with inhibition below about 12%; note: strong numbers were not always called active
M. tuberculosis HTS – M. tuberculosis growth inhibition, HTS (AID 449762); inhibition, % at 25 µM, or IC50 in µM where a hit was titrated; M. tuberculosis H37Rv growth inhibition, 7H9 media; higher % means a stronger effect; 0.59% of 330,000 active; in the data active = a potency from the dose series; inconclusive = inhibition above about 70% without an active follow-up result;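 note: bacterial growth assessed after seven days of incubation; strong numbers were not always called active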
VEEV TC-83 Vero 10K pilot screen – second read-out of VEEV TC-83 Vero, no call of its own (marks repeat the call); inhibition, %; measured here: 10K pilot screen inhibition
* = called active by the depositor; i = inactive; ? = inconclusive; nt = no result given.

SMILES	H1N1 NS1A inhibition	Salmonella PhoP GFP	M. tuberculosis	VEEV TC-83 Vero	M. tuberculosis HTS	others
COc1ccc(C(=O)N2CCN(c3nc(C4CC4)nc4sc(C)c(C)c34)CC2)cc1	6%	7%	2%	5.2%	60%
COc1ccc(CCNC(=O)Nc2ccccc2[N+](=O)[O-])cc1	nt	-7%	9%	3.8%	5%
CC(=O)Nc1nn(C)c2nc3cc(C)ccc3cc12	-3%	12%	1%	3.8%	-3%
CC(=O)N1CCc2cc(S(=O)(=O)CCC(=O)NCCc3ccc(Cl)cc3)ccc21	-6%	-2%	-4%	i	-6%
O=C(CNc1ccccc1N1CCCC1=O)Nc1cc(Cl)ccc1-n1cncn1	-3%	nt	nt	11%	nt
CCOC(=O)C1=C(CC)Nc2ccccc2N/C1=N\S(=O)(=O)c1ccccc1F	-11%	nt	14%	2.9%	-5%
CC(=O)CSc1nnc2c3ccccc3nc(C(C)(C)C)n12	6%	13%	21%	3.2%	8%
O=C(CSc1n[nH]c(-c2cccs2)n1)N1CCN(S(=O)(=O)c2ccccc2)CC1	-4%	-8%	14%	3.5%	6%
CCN1C(=O)/C(=C2/C=CC=CN2C)SC1=S	3%	-5%	5%	0.1%	-6%
COc1cccc(C(=O)OCC(=O)Nc2ccc3c(c2)OCCO3)c1	-7%	nt	7%	1.0%	7%
CCOCCCNC(=O)C1CCN(S(=O)(=O)N2CC(C)CC(C)C2)CC1 (stereo unspecified)	-3%	11%	4%	3.8%	2%
Cc1ccc(S(=O)(=O)N2CCN(S(=O)(=O)N(C)C)CC2)c(C)c1	-2%	18%	8%	i	6%
NC(=O)c1ccccc1[N+](=O)[O-]	-23%	nt	0%	i	-3%
Cc1ccccc1NC(=O)CSc1nnc2ccc(-c3cccnc3)nn12	7%	-8%	4%	5.1%	13%
O=C(Cn1ncc2c([nH]c3ccccc32)c1=O)NCCc1ccccc1	-7%	-11%	-8%	0.1%	5%
COC(=O)c1[nH]c(=O)c2ccccc2c1OCc1ccccc1	4%	3%	20%	3.9%	-2%
O=C(N/N=C/c1ccc[nH]1)c1cccc([N+](=O)[O-])c1	6%	-5%	-3%	0.3%	4%
C#C[C@]1(O)CCC2C3CCC4=C/C(=N/OCC(=O)NC(C)C(=O)NC(CCSC)C(=O)O)CC[C@]4(C)C3CC[C@@]21C (stereo partly specified)	-26%	-13%	-7%	0.1%	6%
CC(C)NC(=O)C1=NN(c2ccccc2)C(=O)CC1	-23%	21%	-4%	0.8%	1%
Cc1cccc(C)c1Nc1nnc(SC(C)C(=O)Nc2c(C)n(C)n(-c3ccccc3)c2=O)s1 (stereo unspecified)	3%	-3%	-5%	0.6%	3%
O=[N+]([O-])c1cccc(N(CC2CO2)S(=O)(=O)c2ccccc2)c1 (stereo unspecified)	-4%	11%	4%	1.9%	3%
OCCC1CN(Cc2ccc3nonc3c2)CCN1Cc1ccsc1 (stereo unspecified)	-4%	-13%	-1%	0.1%	-2%
Cc1ccc(C(=O)n2c(-c3ccccc3)cnc2SCC(=O)Nc2ccc(C)cc2C)cc1	6%	-2%	33%	2.5%	3%
Oc1ccc(COCc2ccccc2)c2cccnc12	22%	37µM*	?	7.5%	?
O=C1NN(c2ccc(Cl)c(Cl)c2)C(=O)/C1=C/c1ccc(-c2ccccc2C(=O)O)o1	-5%	9%	19%	1.6%	-7%
COc1cc(C(=O)c2ccccc2C(=O)O)c(OC)c2c1CCCC2	0%	nt	nt	1.8%	nt
CC(C)(C)c1cc(N2CCOCC2)n2ncc(-c3ccc(Cl)cc3)c2n1	5%	-10%	-6%	0.7%	14%
CCOC(=O)CC1C(=O)NCCN1S(=O)(=O)c1ccc(Cl)c(Cl)c1 (stereo unspecified)	1%	-10%	-11%	3.5%	-9%
CC(NC(=O)CCc1nnc(-c2ccccc2)o1)c1ccccc1 (stereo unspecified)	-4%	2%	17%	3.5%	-4%
Cc1ccc(OCC(=O)NC2=NCCS2)cc1	-19%	-11%	59%	0.8%	-3%
CC(C)(O)C#Cc1ccc(C(=O)NCCC(=O)O)s1	-9%	5%	1%	0.6%	-5%
COc1cc(C)nc(N2CCC(C(=O)NCC3CCCO3)CC2)n1 (stereo unspecified)	-4%	7%	-13%	8.0%	7%
COc1ccc2c(-c3ccccc3)cc(=S)[nH]c2c1	-6%	2%	-7%	0.2%	-6%
O=C1CC(N(O)c2ccccc2)C(=O)N1c1ccc(Cl)c(Cl)c1 (stereo unspecified)	1%	15%	?	0.8%	24%
Cc1ccc(-c2nc(-c3ccccn3)no2)cc1	-5%	1%	28%	0.2%	13%
Cc1c(Cl)cccc1NC(=S)NCC(O)c1ccccc1 (stereo unspecified)	1%	1%	?	i	?
O=C(COC(=O)c1cccc(Cl)c1)NCCN1C(=O)CSC1=O	-20%	6%	-3%	i	-5%
CC(C)(C)c1ccc(C(=O)Nc2ccccc2NC(=O)c2ccco2)cc1	-13%	4%	20%	6.8%	?
COc1ccc(CNc2ccc3c(c2)ncn3C)cc1OC	-3%	-1%	-11%	i	0%
O=C(Cn1nnc2ccccc21)NC1CCCCC1	3%	-2%	-4%	i	-8%
CC(C(=O)N1CCCCC1)N(C)CC(=O)Nc1cccc(F)c1 (stereo unspecified)	nt	nt	2%	nt	-12%
O=C(N/N=C/c1ccncc1)C1CC1C(=O)N/N=C/c1ccncc1 (stereo unspecified)	42%	-4%	-10%	1.3%	-2%
O=C(COc1ccc(F)cc1)OCCN1CCOCC1	-9%	6%	-2%	1.2%	-1%
CC(=O)OCC(=O)[C@@]1(O)CC[C@H]2[C@@H]3CCC4=CC(=O)C=C[C@]4(C)[C@H]3C(=O)C[C@@]21C	17%	-8%	-7%	i	2%
COc1ccc(CCNC(=O)c2c[nH]c3ccccc3c2=O)cc1OC	10%	-5%	9%	7.0%	-8%

No new results follow: 17 of the compounds above.
SMILES	H1N1 NS1A inhibition	Salmonella PhoP GFP	M. tuberculosis	VEEV TC-83 Vero	M. tuberculosis HTS	others
COc1cc(C(=O)c2ccccc2C(=O)O)c(OC)c2c1CCCC2	0%	nt	nt	1.8%	nt
CC(C)(C)c1cc(N2CCOCC2)n2ncc(-c3ccc(Cl)cc3)c2n1	5%	-10%	-6%	0.7%	14%
CCOC(=O)CC1C(=O)NCCN1S(=O)(=O)c1ccc(Cl)c(Cl)c1 (stereo unspecified)	1%	-10%	-11%	3.5%	-9%
CC(NC(=O)CCc1nnc(-c2ccccc2)o1)c1ccccc1 (stereo unspecified)	-4%	2%	17%	3.5%	-4%
Cc1ccc(OCC(=O)NC2=NCCS2)cc1	-19%	-11%	59%	0.8%	-3%
CC(C)(O)C#Cc1ccc(C(=O)NCCC(=O)O)s1	-9%	5%	1%	0.6%	-5%
COc1cc(C)nc(N2CCC(C(=O)NCC3CCCO3)CC2)n1 (stereo unspecified)	-4%	7%	-13%	8.0%	7%
COc1ccc2c(-c3ccccc3)cc(=S)[nH]c2c1	-6%	2%	-7%	0.2%	-6%
O=C1CC(N(O)c2ccccc2)C(=O)N1c1ccc(Cl)c(Cl)c1 (stereo unspecified)	1%	15%	?	0.8%	24%
Cc1ccc(-c2nc(-c3ccccn3)no2)cc1	-5%	1%	28%	0.2%	13%
Cc1c(Cl)cccc1NC(=S)NCC(O)c1ccccc1 (stereo unspecified)	1%	1%	?	i	?
O=C(COC(=O)c1cccc(Cl)c1)NCCN1C(=O)CSC1=O	-20%	6%	-3%	i	-5%
CC(C)(C)c1ccc(C(=O)Nc2ccccc2NC(=O)c2ccco2)cc1	-13%	4%	20%	6.8%	?
COc1ccc(CNc2ccc3c(c2)ncn3C)cc1OC	-3%	-1%	-11%	i	0%
O=C(Cn1nnc2ccccc21)NC1CCCCC1	3%	-2%	-4%	i	-8%
CC(C(=O)N1CCCCC1)N(C)CC(=O)Nc1cccc(F)c1 (stereo unspecified)	nt	nt	2%	nt	-12%
O=C(N/N=C/c1ccncc1)C1CC1C(=O)N/N=C/c1ccncc1 (stereo unspecified)	42%	-4%	-10%	1.3%	-2%

Further structures follow:
SMILES	H1N1 NS1A inhibition	Salmonella PhoP GFP	M. tuberculosis	VEEV TC-83 Vero	M. tuberculosis HTS	others
Cc1ccc(NC(=O)CCC(=O)N/N=C/c2cccnc2)cc1	1%	8%	0%	6.3%	0%
CCc1cccc(CC)c1NC(=O)COC(=O)CC1c2ccccc2CCN1S(=O)(=O)c1ccc(F)cc1 (stereo unspecified)	2%	-3%	23%	i	9%
CC(=NCc1ccc2c(c1)OCO2)c1c(O)n(C)c(=O)n(C)c1=O	-4%	0%	-3%	i	3%
CCn1cc(S(=O)(=O)CC(=O)N2CCc3ccccc32)c2ccccc21	3%	-3%	-15%	10%	-1%
CN1CCN(c2nccc3c2ncn3C)CC1	-7%	11%	-18%	1.9%	3%
CC(C)CCNC(=O)CN(CCCN1CCOCC1)C(=O)Cn1nnc(-c2ccc(F)cc2)n1	5%	-6%	-8%	i	-4%	VEEV TC-83 Vero 10K pilot screen=1.7
Cc1c(C)n(CCc2ccccc2)c2ncnc(NCCCN(C)C)c12	6%	-5%	-2%	i	9%
COC(=O)N/N=C/c1ccccc1	5%	4%	-17%	0.2%	-3%
CC(C)(C)c1ccc(NC(=O)Nc2ccc3ccccc3n2)cc1	-6%	-10%	-4%	3.8%	-7%
COC(=O)c1nnc(-c2ccccc2)c(-c2ccccc2)n1	0%	4%	?	1.5%	25%	VEEV TC-83 Vero 10K pilot screen=1.7
CCCCN(C(=O)CSCC(=O)Nc1ccc(OC)cc1)c1c(N)n(CC(C)C)c(=O)[nH]c1=O	-3%	nt	nt	1.3%	nt
O=C1NC(=O)C2(COC(c3cccnc3)OC2)S1 (stereo unspecified)	1%	-9%	10%	1.4%	-3%
COC(=O)c1c(NC(=O)CN2CCN(C(=O)c3ccco3)CC2)c2c(C)cccc2n1C	-6%	1%	-4%	7.1%	4%
CC(=O)NC(C(=O)OCC(=O)N(c1ccccc1)c1ccccc1)C(C)C (stereo unspecified)	-7%	-6%	-8%	0.3%	0%
CCOc1ccccc1N1CCN(C(=O)c2cccs2)CC1	-22%	-2%	-17%	4.0%	3%
COc1ccccc1NC(=O)Nc1ccc(S(=O)(=O)Nc2onc(C)c2C)cc1	-3%	nt	0%	1.7%	-5%
Nc1ccc(C(=O)O)cc1S(=O)(=O)O	-6%	4%	-6%	0.9%	-8%
COC(=O)c1ccccc1NC(=O)c1cn(-c2ccc(C)c(C)c2)c(=O)c2ccccc12	0%	-11%	-1%	9.5%	6%
O=C(Nc1ccccc1)Nc1nnc(-c2cccs2)s1	0%	-4%	-15%	0.8%	3%
Cc1cccc(C(C)C)c1NC(=O)CN(C)Cc1cccc(F)c1	10%	-6%	32%	i	1%
CC(OC(=O)CCC(=O)c1ccccc1)C(=O)Nc1ccc(F)cc1 (stereo unspecified)	-4%	0%	49%	0.6%	4%
CC(=O)Nc1ccccc1C(=O)C(=O)Nc1cccc(C(=O)NC2CC2)c1	-4%	-2%	1%	1.1%	6%
COc1ccc(C=O)cc1COc1ccc2c(c1)OCO2	-10%	nt	nt	5.6%	nt
O=C(COC(=O)c1ccc(CNS(=O)(=O)c2ccc(F)c(Cl)c2)cc1)NC1CCCCCCC1	3%	-3%	-21%	0.6%	9%
CCCCSc1nc(O)c(Cc2ccccc2)c(=O)[nH]1	3%	-2%	5%	1.1%	7%
Cc1cc(NC(=O)CSc2ccc3nnc(-c4cccnc4)n3n2)no1	1%	-3%	nt	0.0%	-9%
O=C(Nc1ncc(Br)s1)C(Cc1ccccc1)n1cccc1 (stereo unspecified)	-12%	16%	50%	2.1%	3%
COc1ccc(NC(=O)CN(C)C(=O)c2cccc(-n3cccc3)c2)cc1	-6%	-5%	13%	1.1%	6%
CCCNC(=O)Nc1cccc(C(=O)OC)c1	-1%	2%	10%	0.2%	0%
COc1ccc(C(C)=O)cc1COC(=O)CNC(=O)c1ccccc1F	-7%	-2%	-9%	0.3%	-2%
O=P(OC1CCS(=O)(=O)C1)(c1ccccc1)c1ccccc1 (stereo unspecified)	3%	1%	-3%	5.8%	6%
COc1ccc(NC(=O)c2ccc(-c3nn(C)c(=O)c4ccccc34)cc2)cc1	-3%	-9%	-7%	0.6%	-7%
CCC1=NN2C(=N)/C(=C/c3ccc(OS(=O)(=O)c4ccccc4)c(OC)c3)C(=O)N=C2S1	-1%	6%	3%	2.3%	3%
